Source: PubChem BioAssay
ELG1 repair inh: blocks ELG1-dependent DNA repair in HEK293T cells | HEK293T ELG1-luciferase reporter, luminescence, 16 h; DNA damage induced by 5-fluorouridine | Potency, µM (top dose mostly 46.1 µM), for the others: top-dose activity change, negative = inhibition, hits mostly inhibitors | actives 2.3% (n = 330,000) | AID 504467; note: potency is the fitted concentration of half-maximal effect; % is set by controls: 0 for no effect and ±100 for the full control effect; nearly all actives have a fitted effect of over 55% in size
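Cells (2,000 per well) received 5-fluorouridine plus test compound or DMSO and were incubated 16 hr at 37 °C, 5% CO2. Luciferase activity was read by luminescence 30 min after ONE-Glo addition; signal suppression marked inhibition of damage-induced ELG1 function.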
TRPV1 ag: agonists of human vanilloid receptor 1 (TRPV1) | Q8NER1 | TRPV1-expressing cells, Fluo-8 calcium influx, agonist mode | activation, % at 8.33 µM | actives 0.19% (n = 320,000) | AID 540275; in the data active = activation above about 80%; inconclusive = between about 30% and that limit; note: 0% is about no effect
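TRPV1-expressing cells were cultured overnight at 35.5C and loaded with Fluo-8 calcium dye for 40 to 90 min at room temperature. After a 10 s baseline, compound was added and calcium influx was read kinetically for 3 min (ex 480/em 520 nm).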
ELG1 genotoxic: genotoxicity induction in ELG1-luciferase HEK293T cells; HEK293T ELG1-luciferase reporter, luminescence, 16 h; Potency, µM (highest dose often 46 µM), without a hit: at the top dose activity change, positive = activation, hits mostly activators; actives 1.3% (n = 330,000); AID 504466; note: potency is the fitted concentration of half-maximal effect; % of control where 0% means no effect; nearly all actives have a fitted effect of over 60% in size
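16 hr compound incubation (37 °C, 5% CO2) of HEK293T cells carrying luciferase-tagged ELG1; luciferase then measured by ONE-Glo luminescence after 30 min at RT.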
p53 reactivation: restores transcriptional activity of mutant p53; actives 0.063% (n = 320,000); AID 504706; H1299 p53-A138V BP100-luciferase reporter, luminescence, 24 h; Potency, µM (titrated, usually from 92.2 µM), without a hit: at the top dose activity change, positive = activation, actives largely listed as activators; note: potency is the fitted concentration of half-maximal effect; % of control where 0% means no effect; nearly all actives have a fitted effect of over 45% in size
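H1299 (p53-null), stable ts p53-A138V + BP100-Luc; 1000 cells/well, Opti-MEM/10% FBS; cpd 4 pt, 1:5; 24 h, 37 deg C, 5% CO2; detection reagent 10 min RT; luminescence.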
BRCA1 expr up: activators of BRCA1 expression. Potency, µM (highest dose often 46.1 µM), for inactives: at the highest dose activation, most hits filed as activators. actives 1.1% (n = 380,000). MCF7-BRCA1-FFLuc reporter, luminescence, 48 h; response scale: scaled: vehicle 0%, 10 µM genistein 100%; note: potency is the fitted concentration of half-maximal effect; nearly all actives have a fitted effect of over 80% in size; some results filed as inactive show a strong effect at the top dose
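Compounds are tested at multiple concentrations on MCF7 BRCA1-luciferase reporter cells seeded at 2000 per well; after 48 h, a single luminescence end-point is taken and curves fitted to the normalized data.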
FLuc counter: inhibits or activates purified firefly luciferase, miR-21 counter-screen; Potency, µM (highest dose often 57.5 µM), without a hit: top-dose activity change, negative = inhibition, usual class: inhibitors; purified FLuc, Km substrates, luminescence inhibition; AID 588342; P08659; actives 6.9% (n = 360,000);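 note: potency is the fitted concentration of half-maximal effect; plate controls were vehicle for no effect and reference inhibitor for full effect; nearly all actives have a fitted effect of over 55% in size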
Target sequence (P08659 whole entry, looked up): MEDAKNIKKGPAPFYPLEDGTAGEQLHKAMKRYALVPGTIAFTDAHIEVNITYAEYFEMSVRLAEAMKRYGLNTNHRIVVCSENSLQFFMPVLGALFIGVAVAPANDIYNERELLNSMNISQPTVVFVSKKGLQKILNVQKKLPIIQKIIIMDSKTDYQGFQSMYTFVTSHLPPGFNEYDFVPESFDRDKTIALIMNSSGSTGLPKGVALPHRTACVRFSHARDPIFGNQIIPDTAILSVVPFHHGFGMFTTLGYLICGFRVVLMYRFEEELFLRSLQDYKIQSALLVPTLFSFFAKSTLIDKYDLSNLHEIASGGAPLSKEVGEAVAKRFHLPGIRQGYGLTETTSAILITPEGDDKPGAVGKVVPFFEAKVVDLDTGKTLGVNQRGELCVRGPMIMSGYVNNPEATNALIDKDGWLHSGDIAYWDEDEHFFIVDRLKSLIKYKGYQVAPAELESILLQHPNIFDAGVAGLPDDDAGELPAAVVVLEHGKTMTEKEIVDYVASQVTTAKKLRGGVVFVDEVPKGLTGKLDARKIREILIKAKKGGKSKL
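Biochemical qHTS of compounds, final roughly 60 µM downward over six points, against 10 nM purified firefly luciferase using Km concentrations of substrates (10 uM D-luciferin, 10 uM ATP) in Tris acetate pH 7.5 buffer; luminescence output.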
RORgamma inh: inhibitors of mouse ROR gamma transcriptional activity. actives 5.4% (n = 310,000). P51450. Potency, µM (doses to about 53.6 µM), without a hit: at the top dose activity change, negative = inhibition, actives largely listed as inhibitors. Drosophila S2 Gal4-RORgamma UAS-luciferase reporter, 20 h; note: potency is the fitted concentration of half-maximal effect; % is set by controls: 0 for no effect and ±100 for the full control effect; nearly all actives have a fitted effect of over 60% in size
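Stable Schneider cell line, Gal4 DNA-binding domain fused to ROR gamma, UAS-luciferase. Cmpd 1 hr RT → CuSO4 700 uM final → 20 hr RT → luciferase reagent 10 min → luminescence.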
NPC1 promoter act: NPC1 promoter activation | Huh7 NPC1 promoter luciferase reporter, 24 h | actives 2.4% (n = 320,000) | Potency, µM (titrated, usually from 9.22 µM), for inactives: top-dose activation, usual class: activators;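 note: potency is the fitted concentration of half-maximal effect; % of control where 0% means no effect; nearly all actives have a fitted effect of over 60% in size; reporter is driven by a mutant NPC1 promoter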
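Stable NPC1-promoter luciferase Huh7 line; cpd (DMSO) 24 h, 37 °C, 5% CO2; Amplite luciferase reagent 10 min RT; luminescence readout. qHTS format.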
Tb PFK block: blocks T. brucei phosphofructokinase; O15648; T. brucei PFK, ADP-Glo luminescence; Potency, µM (doses to about 57.5 µM), for inactives: at the highest dose activity, negative = inhibition, most hits filed as inhibitors; actives 0.17% (n = 330,000); AID 485367;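 note: potency is the fitted concentration of half-maximal effect; 0% = uninhibited 1x PFK enzyme wells and -100% = no-enzyme wells; nearly all actives have a fitted effect of over 60% in size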
Target sequence (O15648 whole entry, looked up): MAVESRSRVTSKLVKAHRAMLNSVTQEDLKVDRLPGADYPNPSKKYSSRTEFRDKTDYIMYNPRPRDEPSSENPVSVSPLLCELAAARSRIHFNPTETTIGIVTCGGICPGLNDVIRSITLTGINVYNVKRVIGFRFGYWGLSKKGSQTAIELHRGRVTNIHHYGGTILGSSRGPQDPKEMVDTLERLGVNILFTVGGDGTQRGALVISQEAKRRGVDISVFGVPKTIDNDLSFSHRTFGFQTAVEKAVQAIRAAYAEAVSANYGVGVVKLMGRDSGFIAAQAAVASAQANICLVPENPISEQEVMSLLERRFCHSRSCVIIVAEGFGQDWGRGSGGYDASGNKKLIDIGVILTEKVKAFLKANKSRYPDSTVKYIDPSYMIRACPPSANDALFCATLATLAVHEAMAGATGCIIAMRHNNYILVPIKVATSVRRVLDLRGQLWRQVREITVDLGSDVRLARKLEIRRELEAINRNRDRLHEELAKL
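Luminescent ADP detection (ADP-Glo, two-step: ATP depletion then ADP-to-ATP conversion for luciferase) reported PFK activity after 45 min room-temperature reaction of 1.25 nM enzyme with 0.5 mM F6P and 0.1 mM ATP at pH 8.0.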
Rab9 promoter act: Rab9 promoter activation | Huh7 Rab9 promoter-luciferase reporter, luminescence, 24 h | Potency, µM (series often up to 9.22 µM), for the others: at the highest dose activation, negative = inhibition, actives largely listed as activators | actives 2.8% (n = 320,000) | AID 485297; note: potency is the fitted concentration of half-maximal effect; % of control where 0% means no effect; nearly all actives have a fitted effect of over 60% in size
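Measured in stably transfected Huh7 cells bearing a Rab9 promoter–luciferase construct: 24 h compound treatment at 37 °C, followed by luminescence detection.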
VP16 counter: counter-screen for ROR gamma inhibitors: Gal4-VP16 reporter | Drosophila S2 Gal4-VP16 UAS-luciferase, luminescence, 20 h | Potency, µM (top dose mostly 53.6 µM), for the others: at the top dose activity, negative = inhibition, hits mostly inhibitors | actives 3.5% (n = 310,000);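 note: Gal4-VP16 expression switched on by copper sulfate through the metallothionein promoter; potency is the fitted concentration of half-maximal effect; % is set by controls: 0 for no effect and ±100 for the full control effect; nearly all actives have a fitted effect of over 50% in size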
An asterisk follows results filed as active; ? = inconclusive; · = not tested or not shown; & = joins results of further samples; [ ] = another dose, or the depositor's remark. Unless noted, calls come from the whole dose curve; as a rule, active = well fitted curve in the direction sought with a large enough effect; inconclusive = small, poorly fitted or top-dose-only effect, or another doubt; inactive = no such curve, though single readings can be large; an effect the other way counts as inactive or inconclusive. Hits appear at their usual frequency; any-hit rate near 15%.

nr | Molecule | FLuc counter | TRPV1 ag | p53 reactivation | ELG1 repair inh | ELG1 genotoxic | NPC1 promoter act | RORgamma inh | BRCA1 expr up | Tb PFK block | Rab9 promoter act | VP16 counter
1 | O=C1NCCCc2c1no[n+]2[O-] | -3% | -6 | 0% | 16% | 3% | -2% | -1% | -3% | 0% | -13% | -3%
2 | CCn1c(O)c(/C=C/C=C/C=Nc2ccccc2)sc1=S | ? | 2 | 2% | 8% | 3% | 1% | 6% | 25% | 6% | -9% | 0%
3 | Nc1nc(-c2ccc(Br)cc2)cc(C(F)(F)F)n1 | 3% | -6 | 3% | ? | 7% | -4% | 1% | 16% | 3% | -3% | 8%
4 | CCOC(=O)c1cc2c(ccn2C)n1CC(=O)N(Cc1ccccc1)c1ccc(F)cc1 | 3% | 9 | 10% | -31% | -7% | -3% | -1% | -8% | 4% | -2% | ?
5 | CC(C)C1OC2c3cccc4cccc(c34)C2N1c1ccccc1 (centres undefined) | 3% | 0 | 11% | -9% | -2% | 3% | -15% | -50% | 0% | -2% | -11%
6 | CCNc1ccc(P(=O)(c2ccccc2)c2ccccc2)cc1 | -2% | 5 | -5% | -9% | 1% | -2% | -16% | 24% | -3% | -3% | 5%
7 | Cc1cc2nc(-c3ccccn3)c(-c3ccccn3)nc2cc1C | 4.8µM* | 7 | 7% | ? | ? | ? | ? | · | 1% | 14% | -24%
8 | COc1ccccc1/C=C/C=N\N1CCN(Cc2ccccc2Cl)CC1 | 5% | -6 | 4% | -10% | -3% | -1% | ? | -23% | 1% | -2% | ?
9 | COc1ccccc1N1CCN(S(=O)(=O)c2c(C)sc3ncn(CC(=O)NCCN(C)C)c(=O)c23)CC1 | 0%&-5% | 3 | -3% | 5% | 1% | 1% | -13% | -4% | 3% | 2% | 2%
10 | CCOc1ccc(S(=O)(=O)Nc2ccc3c(c2)OCO3)c2cccnc12 | -25% | -3 | 4% | -6% | 1% | 10% | 25% | 0% | 0% | 11% | -16%
11 | O=C(/C=C/c1ccccc1[N+](=O)[O-])Nc1ccc(S(=O)(=O)Nc2ncccn2)cc1 | -20% | -3 | 9% | -2% | 3% | -6% | -12% | -1% | -3% | -1% | -2%
12 | O=C(OCc1cccc([N+](=O)[O-])c1)c1ccc2ccccc2n1 | 27µM* | 2 | 5% | -1% | 3% | -29% | 30% | 23% | -27% | -3% | -1%
13 | CSCC[C@H](NC(=O)[C@@H]1Cc2ccccc2CN1)C(=O)NC(C)c1ccccc1 (some centres undefined) | 0% | -4 | -4% | 22% | -1%[9.26 µM] | -1% | -15% | 6% | -1% | -1% | -3%
14 | CC(C)n1nnnc1SCC(=O)Nc1cccc(F)c1 | -9% | -2 | 27% | ? | 7% | 14% | 15% | 40% | -2% | 18% | 3%
15 | O=C(O)c1oc2ccccc2c1CSc1ccccn1 | 0% | -1 | -4% | 17% | 2% | -1% | -13% | 4% | 0% | 9% | -2%
16 | Cn1c(N)c(C(=O)c2cc(-c3ccccn3)nc3ccccc23)c(=O)[nH]c1=O | ? | 0 | 14% | ? | 1% | 1% | -2% | 6% | 1% | 2% | 0%
17 | Cc1cccc(C)c1NC(=O)CN(C)CC(=O)Nc1sc2c(c1C(N)=O)CCC2 | 5% | 0 | -10% | 7.3µM* | -5% | 2% | · | -28% | -4% | -6% | ·
18 | Cn1c(SCc2ccc(C(=O)Nc3nccs3)cc2)nnc1-c1ccccc1 | 15µM* | -2 | 4% | ? | -2% | 18% | 44% | 2% | -1% | 10% | -5%
19 | Cc1ccc(OCc2n[nH]c(=S)n2-c2ccccc2)cc1C | -9% | 3 | -1% | 6% | 2% | -1% | 2µM* | -4% | -5% | -1% | ?
20 | CCNC(=S)N1CCC(n2cnc3ccccc32)CC1 | 3% | 0 | -3% | -10% | -8% | 2% | -8% | -10% | 0% | -1% | -13%
21 | CC(=O)C[C@@H](O)CC(=O)[C@@H]1OC(=O)CCCCCc2ccccc21 | · | · | 9% | 1% | 3% | · | · | 0% | 6% | · | ·
22 | Nc1nc(N)nc(COc2ccccc2)n1 | ? | 0 | 14% | ? | ? | ? | -27% | 4.5µM* | -3% | 4.5µM* | -15%
23 | O=C(Nc1ccccc1)c1nccn1Cc1ccc(F)cc1 | ? | 14 | 12% | ? | 18% | 17% | 35% | ? | -1% | ? | -8%
24 | Nc1cc(=O)[nH]c(SC/C=C/c2ccccc2)n1 | ? | · | 3% | ? | 1% | 8% | 37% | 1% | -6% | 7% | ?
25 | CCOC(=O)C1(Cc2cccc(Cl)c2)CCCN(C(=O)C2CC2)C1 (centres undefined) | -18% | ? | 4% | 1% | -4% | 3% | 17% | -10% | 2% | 13% | -10%
26 | O=C(OCc1cc([N+](=O)[O-])cc2c1OCOC2)c1cccnc1SC(F)F | 1% | 0 | 0% | 1% | 1% | -2% | · | -15% | 0% | 4% | ·
27 | CC(=O)c1nn(-c2ccccc2)cc1C(=O)c1cccc(Br)c1 | 5% | 15 | 1% | 0% | 1% | 11% | -28% | -24% | 2% | 13% | ?
28 | Cc1[nH][nH]c(=O)c1C(c1ccc(Cl)cc1)c1c(C)[nH][nH]c1=O | -1% | -1 | 1% | -7% | -3% | -1% | -4% | 1% | -4% | 3% | 0%
29 | CC(C)(C)c1cc(C(=O)C[n+]2ccc(C(=O)NCCCO)cc2)cc(C(C)(C)C)c1O | 4% | ? | 2% | ? | 1% | 2% | 7% | -4% | -5% | -2% | -8%
30 | CCCCN(C(C)=O)c1ccc(S(=O)(=O)NC2=NCCCCC2)cc1NC(C)=O | · | · | 3% | 0% | 3% | · | · | 8% | 4% | · | ·

In the list so far, 2 have an aryl methoxy group.
nr | Molecule | FLuc counter | TRPV1 ag | p53 reactivation | ELG1 repair inh | ELG1 genotoxic | NPC1 promoter act | RORgamma inh | BRCA1 expr up | Tb PFK block | Rab9 promoter act | VP16 counter
8 | COc1ccccc1/C=C/C=N\N1CCN(Cc2ccccc2Cl)CC1 | 5% | -6 | 4% | -10% | -3% | -1% | ? | -23% | 1% | -2% | ?
9 | COc1ccccc1N1CCN(S(=O)(=O)c2c(C)sc3ncn(CC(=O)NCCN(C)C)c(=O)c23)CC1 | 0%&-5% | 3 | -3% | 5% | 1% | 1% | -13% | -4% | 3% | 2% | 2%

Remaining list, next part
nr | Molecule | FLuc counter | TRPV1 ag | p53 reactivation | ELG1 repair inh | ELG1 genotoxic | NPC1 promoter act | RORgamma inh | BRCA1 expr up | Tb PFK block | Rab9 promoter act | VP16 counter
31 | CC(C)Oc1ccccc1C1Nc2ccccc2C(=O)N1c1ccc2c(c1)OCCO2 (centres undefined) | 13µM* | 20 | 13% | ? | ? | 0.79µM* | -35% | -27% | -3% | 1.1µM* | 6%
32 | CSc1ccccc1C(=O)C1CCCN(C(=O)c2ccc(N3CCOCC3)cc2)C1 (centres undefined) | -12% | 13 | 5% | ? | 0% | -4% | ? | 0% | -1% | -2% | -2%
33 | O=C(CC(c1ccccc1)c1ccccc1)NCCOCc1ccccc1 | 0% | ? | 9% | -10% | -1% | -1% | ? | -4% | 1% | -1% | 5%
34 | COC(=O)c1ccc(N2CCOCC2)c(F)c1 | ? | -4 | 14% | ? | ? | 0% | 27% | 25% | -3% | 12% | 20%
35 | O=C(c1ccc(NS(=O)(=O)c2ccccc2)cc1)N1CCOCC1 | 2% | 1 | -2% | 0% | -3% | -1% | 26% | -21% | -22% | -4% | -8%
36 | NC(=S)N/N=C/c1coc2ccc(Cl)cc2c1=O | 1% | -1 | -11% | -17% | -9% | -1% | -28% | 2% | 0% | -5% | -2%
37 | CC1(C(=O)NCCOc2ccccc2Cl)CC1(Cl)Cl (centres undefined) | 0% | 24 | · | 8% | 1% | -7% | · | 1% | 0% | -8% | ·
38 | Cc1cc(C(=O)NCc2ccccc2F)cs1 | ? | -4 | 1% | ? | 20% | 9% | 28% | 10% | -1% | -2% | -2%[0.365 µM]
39 | COc1ccc(CCC(=O)N/N=C(\C)c2ccc3c(c2)OCO3)cc1 | 2% | 19 | 6% | -11% | -3% | -4% | ? | -13% | 4% | 4% | -2%

Pulled one by one from above:
nr | Molecule | FLuc counter | TRPV1 ag | p53 reactivation | ELG1 repair inh | ELG1 genotoxic | NPC1 promoter act | RORgamma inh | BRCA1 expr up | Tb PFK block | Rab9 promoter act | VP16 counter
37 | CC1(C(=O)NCCOc2ccccc2Cl)CC1(Cl)Cl (centres undefined) | 0% | 24 | · | 8% | 1% | -7% | · | 1% | 0% | -8% | ·
38 | Cc1cc(C(=O)NCc2ccccc2F)cs1 | ? | -4 | 1% | ? | 20% | 9% | 28% | 10% | -1% | -2% | -2%[0.365 µM]
